Screening results from PubChem.
Casp6 inh – human caspase-6 inhibitors, primary screen, biochemical, VEID-R110 fluorescence, single point, set 2; purified caspase-6, Z-VEID-R110 cleavage fluorescence; inhibition, % at 12.5 µM; 0.53% of 350,000 active; AID 686996, 2013;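 active means mean inhibition across replicates at least about 35%, with every replicate also reaching that limit, limit read from the data; inconclusive means only one of the two criteria met; inactive means neither criterion met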;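 further: 0% = median of neutral control wells and 100% = no fluorescence left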
Target sequence (P55212 24-179 limits assumed): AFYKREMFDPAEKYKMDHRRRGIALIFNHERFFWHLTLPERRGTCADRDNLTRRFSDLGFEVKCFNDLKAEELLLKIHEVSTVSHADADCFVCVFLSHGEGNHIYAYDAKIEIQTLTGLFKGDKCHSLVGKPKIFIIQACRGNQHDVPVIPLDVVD
Target sequence (P55212 194-293 limits assumed): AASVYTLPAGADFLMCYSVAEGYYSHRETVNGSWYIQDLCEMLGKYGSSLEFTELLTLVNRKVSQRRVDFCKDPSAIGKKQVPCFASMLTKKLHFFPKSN
EWS-Fli block – EWS/Fli-driven NR0B1 reporter inhibitors, primary screen, A673 cells, NR0B1 luciferase, luminescence, MLPCN library | viability-normalised | inhibition, % at 12.6 µM | 0.67% of 350,000 active;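 active means mean inhibition of at least 50% after viability correction, with every replicate also passing that limit; inconclusive means mean reaches 50% but only one of two replicates passes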;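 further: firefly luciferase signal divided by Alamar Blue viability fluorescence both relative to DMSO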
ARNT-TACC3 inh – disruptors of ARNT/TACC3 protein interaction, primary screen, biochemical, AlphaScreen, single concentration | AlphaScreen His-ARNT PAS-B/GST-TACC3 binding, luminescence; TACC3 fragment carries E629A point mutation | Transforming acidic coiled-coil-containing protein 3 (Homo sapiens), Q9Y6A5 | 0.66% of 390,000 active | inhibition, % at 9.99 µM;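 active means mean inhibition of replicates at least 50% and at least half of replicates each reaching 50%; inconclusive means half or more replicates reach 50% but mean below 50%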;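 further: 0% = complete ARNT plus TACC3 wells and 100% = ARNT alone without TACC3; many hits fall short of the cut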
LGR2 inh – inhibitors of bursicon-induced LGR2 CRE-luciferase signal, primary screen, cell-based, HEK293, CRE-luciferase reporter, bursicon stimulation; bursicon-stimulated, 4 h; inhibition, % at 9.99 µM; 0.35% of 380,000 active; AID 720647, 2013;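 active means drop in luminescence signal, shown as inhibition above about 50% in the replicate tests, limit read from the data, passing the limit was not always enough; inconclusive means probably only some replicates passing the limit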;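 further: agonist challenge used bursicon conditioned medium at about half maximal strength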
DENV2 CPE rescue – inhibitors of DENV2 cytopathic effect, primary screen, cell-based, plate reader, single concentration; AID 651640, 2012; 1.7% of 350,000 active; DENV2-infected cells, cytopathic effect rescue; CPE inhibition, % at 9.99 µM; in the data active means CPE inhibition above about 20%, passing the limit was not always enough; inconclusive means no clear call, values can overlap the other calls; tested in BHK-21 cells;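 further: 0% = median of neutral control wells and 100% = median of positive control wells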
SIRT5 inh – SIRT5 desuccinylase inhibitors, primary screen, biochemical, fluorescence imaging, single point, set 5; NAD-dependent protein deacylase sirtuin-5, mitochondrial (Homo sapiens), Q9NXA8; Purified SirT5, succinyl-peptide AMC, trypsin-coupled fluorescence; inhibition, % at 15 µM; 1.1% of 330,000 active; in the data active means inhibition above about 15%; inconclusive means no clear call, values can overlap the other calls
Target sequence (Q9NXA8 whole entry, looked up): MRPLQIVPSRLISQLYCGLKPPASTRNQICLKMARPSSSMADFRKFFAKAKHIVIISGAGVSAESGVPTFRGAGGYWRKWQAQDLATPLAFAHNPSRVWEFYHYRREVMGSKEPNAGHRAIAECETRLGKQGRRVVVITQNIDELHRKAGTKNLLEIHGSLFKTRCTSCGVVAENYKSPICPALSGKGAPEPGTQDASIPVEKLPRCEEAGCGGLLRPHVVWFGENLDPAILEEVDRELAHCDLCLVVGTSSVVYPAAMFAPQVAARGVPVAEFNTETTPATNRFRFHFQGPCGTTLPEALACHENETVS
PAX8 inh HTS – inhibitors of PAX8-driven TPO luciferase reporter, primary screen, RMG-I cells, single concentration; SteadyGlo, 24 h; inhibition, % at 12.6 µM; 1.2% of 360,000 active;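 active means mean replicate inhibition at least 60% with every replicate also reaching 60%; inconclusive means only one of the two criteria is met; inactive means mean below 60% and not all replicates reaching 60%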;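 further: luciferase light reporting Pax8 driven TPO promoter activity; plate controls were median of neutral control wells for no effect and mitoxantrone controls for full effect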
* hit, by the source's call; ? = inconclusive; / = not tested or not shown; & = joins results of further samples.

SMILES | Casp6 inh | EWS-Fli block | ARNT-TACC3 inh | LGR2 inh | DENV2 CPE rescue | SIRT5 inh | PAX8 inh HTS
Cc1ccc(S(=O)(=O)N/N=C/c2c[nH]c3ccccc23)cc1 | 2 | 20 | 4 | / | / | -5 | 17
C[C@@H]1CN([C@H](C)CO)C(=O)c2cccc(NS(=O)(=O)c3cn(C)cn3)c2O[C@H]1CN(C)Cc1ccc(C(=O)O)cc1 | -9 | 1 | -6 | 6 | 12 | 1 | /
C[C@H](CO)N1C[C@H](C)[C@@H](CN(C)S(=O)(=O)c2ccccc2)Oc2ccc(NC(=O)NC3CCCCC3)cc2CC1=O | 2 | 8 | -1 | -5 | 13 | 0 | 4
C[C@@H]1CN([C@@H](C)CO)C(=O)c2cc(NS(C)(=O)=O)ccc2O[C@H]1CN(C)C | 3 | 8 | -31 | -9 | -1 | 0 | -28
COC(=O)c1ccccc1NC(=O)CSc1[nH]c(=O)cc(C)c1C#N | 0 | -5 | -14 | -4 | 13 | 3 | -2
COc1cccc(SCc2noc(C(=O)NCc3ccccc3)c2C(=O)NCc2ccccc2)c1 | -1 | -9 | 1 | 3 | -14 | -2 | -14
C[C@@H]1CN([C@H](C)CO)C(=O)c2cccc(NC(=O)NC3CCCCC3)c2O[C@@H]1CN(C)CC1CC1 | -2 | -4 | 5 | -4 | 1 | 6 | -38
COc1ccc(CN(C)C[C@@H]2Oc3ccc(NC(=O)CCC(F)(F)F)cc3C(=O)N([C@@H](C)CO)C[C@@H]2C)cc1 | -2 | -6 | 0 | 19 | 4 | -1 | 3

The last three entries of the section before come first, to join the parts.
SMILES | Casp6 inh | EWS-Fli block | ARNT-TACC3 inh | LGR2 inh | DENV2 CPE rescue | SIRT5 inh | PAX8 inh HTS
COc1cccc(SCc2noc(C(=O)NCc3ccccc3)c2C(=O)NCc2ccccc2)c1 | -1 | -9 | 1 | 3 | -14 | -2 | -14
C[C@@H]1CN([C@H](C)CO)C(=O)c2cccc(NC(=O)NC3CCCCC3)c2O[C@@H]1CN(C)CC1CC1 | -2 | -4 | 5 | -4 | 1 | 6 | -38
COc1ccc(CN(C)C[C@@H]2Oc3ccc(NC(=O)CCC(F)(F)F)cc3C(=O)N([C@@H](C)CO)C[C@@H]2C)cc1 | -2 | -6 | 0 | 19 | 4 | -1 | 3
COC(=O)c1ccc(/C=N/NC(=O)CNc2cccc(C)c2)cc1 | -3 | -1 | / | -4 | -2 | 24* | -2
O=C(C1=C[C@H](c2ccc(C(F)(F)F)cc2)C[C@H](OCCCCO)O1)N1CCN(Cc2ccccc2)CC1 | 5&0 | 6&2 | 9 | -6 | -4&4 | -2 | -10&-3
O=C(Nc1cccc(C(=O)O)c1)/C(=C/c1ccc([N+](=O)[O-])cc1)NC(=O)c1ccccc1 | 0 | 5 | -8 | 11 | -4 | 2 | -11
Cc1ccc(NC2CC(C)NC(=S)N2)cc1 (stereo not given) | 0 | -1 | 1 | -20 | 2 | -1 | -3
CO[C@@H](CN(C)C(=O)C1CCOCC1)[C@@H](C)CN(C(=O)Nc1ccc(F)cc1)[C@H](C)CO | 1 | -3 | -7 | -7 | 11 | -5 | /
O=C(CCC(=O)Nc1ccc(F)cc1)N/N=C/c1ccc(O)cc1 | -3 | -4 | 21 | -5 | 3 | 0 | 4
CCCOC(=O)c1ccc(NC(=O)c2ccccc2[N+](=O)[O-])cc1 | 2 | -2 | 4 | -31 | -9 | -2 | -71
CCCCc1nc2ccccc2[nH]1 | -5 | -16 | -3 | -3 | -1 | 0 | -13
CCOC(=O)C1Cc2c([nH]c3ccccc23)C(C)N1 (stereo not given) | 0 | 16 | -2 | 7 | / | -7 | /
O=C(N/C(=C\c1ccco1)C(=O)N1CCC(O)CC1)c1ccccc1 | -1 | -3 | 0 | -1 | 3 | 4 | 3
O=C(COC(=O)CCC(=O)c1ccccc1)Nc1nnc(-c2ccccc2)o1 | 3 | -3 | 20 | 15 | -1 | 1 | -18
COc1ccc(NC(=O)CCNS(=O)(=O)c2ccccc2F)cc1S(N)(=O)=O | / | / | -5 | 24 | 0 | -9 | 2
CCCCC[C@H]1CN(C2CCCCC2)C(=O)[C@@H]1CC(=O)NCc1ccccc1 | -1 | 11 | 1 | 3 | -9 | 7 | -15
COc1ccc(CN(C)C(=O)c2ccccc2Sc2ccccc2C#N)cc1OC | 1 | -2 | -1 | -17 | -3 | 0 | 13
O=C(C1CCCC1)N1[C@@H](CO)[C@@H](c2ccccc2)C12CN(CCC(F)(F)F)C2 | 0 | -2 | / | -6 | 16 | -5 | -38
Cc1cc(C)cc(S(=O)(=O)Cc2noc(C(=O)NCc3ccccc3)c2C(=O)NCc2ccccc2)c1 | -4 | 6 | -3 | -17 | -9 | -6 | 4
CN(C)C(=O)c1ccc(-c2ccc([C@@H]3[C@@H](CO)N4CCCCN(C(=O)C5CCC5)C[C@H]34)cc2)cc1 | 2 | 6 | 6 | / | -1 | 2 | -10
CCOC(=O)CSc1nc(C(C)(C)C)nc2ccccc12 | 0 | -7 | -10 | -3 | -5 | -4 | 18
Cc1ccc(C(=O)Nc2c(C)cc(C)c3cccnc23)cc1 | 0 | -1 | -1 | -8 | 1 | -3 | -4
COc1cccc(CN(C)Cc2cc(=O)oc3c(C)c(C)ccc23)c1 | 5 | -60 | -6 | -4 | 3 | 0 | -7
Cc1c(N2CCCCC2)[nH]c2ccccc12 | -2 | 3 | / | 0 | 18 | -2 | 3
COc1cccc(CN(C)C[C@H]2OCc3ccccc3-c3c(n(C)c4ccccc34)C(=O)N([C@H](C)CO)C[C@H]2C)c1 | 2 | 5 | / | -11 | 9 | -3 | /
O=C(C[C@@H]1CC[C@H]2[C@@H](COC[C@@H](O)CN2C(=O)Nc2ccc(Cl)c(Cl)c2)O1)NCc1ccc(Cl)cc1 | 1 | -4 | 6 | 14 | -16 | 4 | 13
O=C(C[C@@H]1C[C@H]2c3cc(NC(=O)NC4CCCCC4)ccc3O[C@H]2[C@H](CO)O1)NCC(F)(F)F | -1 | 3 | -6 | 14 | 0 | -4 | 3
CCCC(=O)Nc1nc(-c2ccc3c(c2)OCCO3)cs1 | 2 | -102 | -1 | -48 | 10 | 3 | -247
CCN(CC)CCNC(=O)Cn1cnc2sc(C)c(S(=O)(=O)N3CCN(c4ncccn4)CC3)c2c1=O | -2 | -4 | 1 | / | -2 | 1 | 22
COCCN(C(=O)COC(=O)c1oc2ccc(OC)cc2c1C)c1c(N)n(Cc2ccccc2)c(=O)[nH]c1=O | 23 | / | -14 | 29 | 0 | 0 | 21
NC(=O)c1c(N)[nH]c(C(=O)c2ccccc2)c1-c1ccccc1 | 0 | -11 | / | -20 | -9 | / | -19
O=C(CSc1nnnn1C1CC1)N1CCN(c2ccccc2F)CC1 | 3 | -4 | -6 | 37 | -7 | 0 | 8
CCCNC(=O)N1CC2(CCN(C(=O)CC3CC3)CC2)c2c(n(C)c3cc(OC)ccc23)[C@H]1CO | -5 | 0 | / | -8 | 19 | -1 | /
COc1ccc(S(=O)(=O)Nc2ccc3c(c2)C(=O)N([C@H](C)CO)C[C@H](C)[C@@H](CN(C)C(=O)Nc2ccc(F)cc2)O3)cc1 | -4 | -1 | -13 | 14 | 2 | 3 | -6
CCOC(=O)C1(Cc2cccc(OC)c2)CCN(CC=C(C)C)CC1 | -2 | 7 | -1 | -8 | 8 | -9 | 13
O=S(=O)(NCc1c(Cl)cccc1Oc1ccccc1)c1ccc(F)cc1 | 2 | 0 | -9 | 11 | 9 | -2 | 13
O=S(=O)(Oc1ccccc1C(=S)N1CCOCC1)c1ccc(Cl)cc1 | -1 | / | -34 | 10 | ? | -4 | 2
O=C(N/N=C/c1ccccc1Cl)c1nc2ccc([N+](=O)[O-])cc2c(=O)[nH]1 | 0 | 2 | / | -8 | 2 | 4 | -5
C[C@@H]1CN([C@@H](C)CO)S(=O)(=O)c2ccc(C#Cc3ccccc3F)cc2O[C@H]1CN(C)C(=O)Cc1ccncc1 | -1 | 20 | 14 | -13 | 2 | 10 | 10
C[C@@H]1CN([C@H](C)CO)C(=O)Cc2cc(NC(=O)CCN3CCOCC3)ccc2O[C@@H]1CN(C)Cc1ccc(-c2ccccc2)cc1 | 1 | 7 | / | 9 | 2 | 5 | /
CC(C)CC1=NN(C(=O)c2ccco2)C(O)(C(F)(F)F)C1 (stereo not given) | -1 | -1 | -9 | 2 | -5 | -3 | 3
Cc1ccc(NC(=O)c2nccnc2C(=O)O)cc1C | -2 | -6 | -5 | -13 | 6 | 0 | -12
CC(=O)Nc1ccc(S(=O)(=O)NNC(=O)CCc2ccccc2)cc1 | 1 | -9 | -3 | -3 | 11 | -3 | 5

Pulled by compound from the entries so far:
SMILES | Casp6 inh | EWS-Fli block | ARNT-TACC3 inh | LGR2 inh | DENV2 CPE rescue | SIRT5 inh | PAX8 inh HTS
C[C@@H]1CN([C@H](C)CO)C(=O)Cc2cc(NC(=O)CCN3CCOCC3)ccc2O[C@@H]1CN(C)Cc1ccc(-c2ccccc2)cc1 | 1 | 7 | / | 9 | 2 | 5 | /
O=S(=O)(NCc1c(Cl)cccc1Oc1ccccc1)c1ccc(F)cc1 | 2 | 0 | -9 | 11 | 9 | -2 | 13

Carrying on.
SMILES | Casp6 inh | EWS-Fli block | ARNT-TACC3 inh | LGR2 inh | DENV2 CPE rescue | SIRT5 inh | PAX8 inh HTS
CN(C)CC(=O)Nc1ccc2c(c1)[C@@H]1C[C@H](CC(=O)NCc3ccccn3)O[C@H](CO)[C@@H]1O2 | 2 | -15 | -4 | 5 | 10 | -3 | -12
O=C(c1ccccc1)C1CN(Cc2ccccc2)CCC1(O)c1ccccc1 (stereo not given) | 0 | -3 | 6 | 16 | -2 | -2 | 19
CCCCn1c2c(cc(C(=O)OC)c1=O)C(=O)CCC2 | 4 | 1 | -1 | 4 | -5 | -8 | -8
COc1ccc(CCNC(=O)C2CC(=O)N(c3ccc(C(C)(C)C)cc3)C2)cc1OC (stereo not given) | -3 | -4 | / | 16 | / | -1 | -28
COc1ccc(/C=N/NC(=O)c2cccc(NC(=O)c3ccc(F)cc3)c2)c(C(=O)O)c1OC | 6 | 2 | 2 | 2 | -10 | 1 | -3
COc1ccccc1CC(O)CC1c2c(cc3c(c2OC)OCO3)CCN1C (stereo not given) | 1 | 8 | 7 | -2 | -3 | -3 | 23
COC(=O)c1ccc(Cn2c(C)c(C(=O)NCc3cccc([N+](=O)[O-])c3)sc2=O)o1 | -1 | 3 | / | -15 | -9 | / | 8
CCCNC(=O)C[C@@H]1CC[C@H]2[C@H](COc3ccc(NC(=O)c4ccc(OC)cc4)cc3C(=O)N2C)O1 | / | -4 | 2 | -2 | 3 | / | -3
CCN1[C@@H]2c3ccc(/C=C/c4ccccc4)c(=O)n3C[C@H]1[C@H](CO)[C@H]2C(=O)NCc1ccccn1 | 0 | 0 | 1 | 0 | -3 | -105 | -9
CCOc1ccccc1C(=O)NN1CCOCC1 | 1 | 11 | -2 | 6 | 18 | -3 | 28
Cc1ccc(S(=O)(=O)Nc2ccc3c(c2)C(=O)N([C@@H](C)CO)C[C@@H](C)[C@H](CN(C)Cc2ccc4c(c2)OCO4)OCCCC[C@@H](C)O3)cc1 | -1 | 8 | 5 | 33 | -8 | 4 | -4
O=C(NCc1ccco1)C(c1ccccc1)N(C(=O)Cc1cccs1)c1cccnc1 (stereo not given) | 1 | 6 | 3 | 17 | 2 | -1 | 14
COc1cccc(C(=O)NC(=O)Nc2cc(C)[nH]n2)c1 | -3 | -55 | 0 | -13 | -3 | -2 | -97
C[C@H](CO)N1C[C@H](C)[C@@H](CN(C)C(=O)Cc2ccncc2)Oc2ncc(C#CC3(O)CCCC3)cc2C1=O | 16 | -1 | 2 | -35 | -3 | 3 | /
